GLD-1 RNA inh = GLD-1/TGE RNA complex disruptors, primary screen, biochemical, fluorescence polarization; Female germline-specific tumor suppressor gld-1 (Caenorhabditis elegans), Q17339; purified GLD-1 + fluorescein TGE RNA; inhibition, % at 5.96 µM; 0.44% of 320,000 active;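 active means percent inhibition above a per-plate cutoff, the plate mean of test compounds plus 3 SD, cut at about 30% in these data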;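 further: 0% = DMSO wells with GLD-1 and probe and 100% = wells lacking GLD-1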
Bcl-xL primary = inhibitors of human Bcl-xL, primary screen, biochemical, fluorescence polarization, HTS; 0.7% of 320,000 active; GST-Bcl-xL / FITC-Bim BH3 peptide fluorescence polarization; Bcl-2-like protein 1 (Homo sapiens), Q07817; inhibition, % at 10.9 µM;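 active means inhibition above the mean of all tested compounds plus 3 SD, cutoff set per campaign, cut at about 30% in these data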;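 further: 0% = DMSO wells and 100% = unlabeled Bim-BH3 peptide competitor; inhibitors lower millipolarization by displacing the labeled peptide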
Target sequence (Q07817 whole entry, looked up): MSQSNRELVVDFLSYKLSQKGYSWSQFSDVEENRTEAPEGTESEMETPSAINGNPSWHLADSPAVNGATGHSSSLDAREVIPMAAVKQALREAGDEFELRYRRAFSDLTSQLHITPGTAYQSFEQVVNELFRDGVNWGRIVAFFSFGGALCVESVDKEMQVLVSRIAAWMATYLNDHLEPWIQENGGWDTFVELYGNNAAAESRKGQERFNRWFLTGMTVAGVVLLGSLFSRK
MEX-5 binding = MEX-5 zinc finger RNA-binding disruptors – biochemical, C. elegans, fluorescence polarization, MLPCN library, primary screen | Zinc finger protein mex-5 (Caenorhabditis elegans), Q9XUB2 | MEX-5/FITC-TCR2 RNA binding; active compounds read low | activity score (negative = inhibition of binding), % at 10 µM | 0.38% of 300,000 active | AID 1832, 2009;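 active means inhibition past about -25% in most replicates, and total fluorescence under double the plate's negative control median, limit read from the data; inconclusive means replicates evenly split on the limit, or fluorescence at least double controls; inactive means too little inhibition in most replicates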;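 further: 0% = DMSO and -100% = 5 µM competing unlabeled TCR2 RNA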
EBNA-1 inhibitor = EBNA-1 DNA-binding inhibitors, primary screen, biochemical, fluorescence polarization; inhibition, % at 14.8 µM; 0.34% of 300,000 active; AID 1950, 2009; in the data active means inhibition above about 28%
CR mimetic SO = reduction of superoxide in aged yeast, primary screen, HTS. S. cerevisiae aged cells, superoxide DHE fluorescence; active compounds read low. superoxide response (% of plate mean), % at 10 µM. 0.18% of 330,000 active. AID 2690, 2010;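 active means superoxide response under a set limit, about three screen SD below normal, cut at about 65% in these data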;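 further: yeast aged for seven days with compound at 30 °C before DHE staining; 100% = average MFI of all compound-treated wells on the plate with controls excluded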
Efflux pump mplx = inhibitors of Candida efflux pumps in yeast, primary screen, S. cerevisiae, Nile Red, multiplex. S. cerevisiae Candida pump triplex. inhibition, % at 10 µM. 0.44% of 330,000 active. AID 485275, 2010;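 active means plate passing quality check with inhibition over a set limit, or well fluorescence over plate mean plus 4 SD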;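 further: Nile Red retained in pooled yeast measured as flow cytometry median fluorescence; 0% = buffer negative control and 100% = Enniatin B positive control; higher means more Nile Red kept so more efflux inhibition; some compounds called inactive have numbers as strong as hits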
Fam108B counter = mouse Fam108B serine hydrolase inhibitors, primary screen, counter-screen for RBBP9 inhibitor project, biochemical, fluorescence polarization. inhibition, % at 9.51 µM. 0.33% of 300,000 active. recombinant Fam108B, FP-Rh probe fluorescence polarization. AID 1947, 2009;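 active means inhibition above the screen mean inhibition plus 3 SD, computed separately per campaign, cut at about 18% in these data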;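 further: inhibitors lower polarization as less probe binds the enzyme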
ZTA counter = counter-screen for EBNA-1 inhibitors: inhibitors of Epstein-Barr virus ZTA; ZTA-DNA binding, fluorescence polarization; inhibition, % at 11 µM; 0.15% of 320,000 active; in the data active means inhibition above about 33%
Target sequence (P03206 whole entry, looked up): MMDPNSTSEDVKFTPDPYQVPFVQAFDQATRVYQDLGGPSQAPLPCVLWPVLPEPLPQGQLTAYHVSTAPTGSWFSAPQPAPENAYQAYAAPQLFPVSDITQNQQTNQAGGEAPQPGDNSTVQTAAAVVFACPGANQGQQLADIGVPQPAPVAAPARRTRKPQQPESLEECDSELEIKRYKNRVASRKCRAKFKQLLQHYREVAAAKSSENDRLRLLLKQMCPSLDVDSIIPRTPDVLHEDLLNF
MCL1 BIM primary = inhibitors of MCL1 binding to BIM-BH3, primary screen, biochemical, fluorescence polarization | 0.68% of 320,000 active | Induced myeloid leukemia cell differentiation protein Mcl-1 (Homo sapiens), Q07820 | GST-MCL1 / FITC-Bim-BH3 fluorescence polarization | inhibition, % at 10.9 µM;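 active means inhibition above the mean inhibition of all tested compounds plus 3 SD, set per campaign, cut at about 40% in these data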;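 further: 0% = DMSO wells and 100% = unlabeled Bim-BH3 peptide control; higher means more loss of mP so more displacement of Bim peptide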
Target sequence (Q07820 whole entry, looked up): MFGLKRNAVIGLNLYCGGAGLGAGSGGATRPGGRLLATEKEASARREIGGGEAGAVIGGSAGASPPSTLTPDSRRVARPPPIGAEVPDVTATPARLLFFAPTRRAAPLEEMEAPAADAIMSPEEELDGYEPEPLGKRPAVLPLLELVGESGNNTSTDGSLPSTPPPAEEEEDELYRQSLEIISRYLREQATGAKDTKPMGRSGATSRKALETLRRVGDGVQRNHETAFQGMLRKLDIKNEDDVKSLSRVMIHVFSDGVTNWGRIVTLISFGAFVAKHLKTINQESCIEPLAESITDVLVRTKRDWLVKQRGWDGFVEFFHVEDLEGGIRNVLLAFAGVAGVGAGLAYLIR
* = called active by the depositor; ? = inconclusive; nt = no result given.

SMILES	GLD-1 RNA inh	Bcl-xL primary	MEX-5 binding	EBNA-1 inhibitor	CR mimetic SO	Efflux pump mplx	Fam108B counter	ZTA counter	MCL1 BIM primary
CCC(C)[C@H](N)c1nnc(SCc2cccc(F)c2)o1 (some centres undefined)	5	-4	-1.1	7	101	-0.1	0	-1	-1
Cc1cc(=O)nc2c3ccccc3n(CC(=O)NCCC3=CCCCC3)n12	6	0	-1.1	-1	97	0.0	-2	-10	1
CCn1c(NC(=O)c2cccs2)nc2ccccc21	-6	6	-3.8	-1	111	0.5	0	-7	1
CCCN(CCC)CCNC(=O)C1c2ccccc2C(=O)N2CCc3ccccc3C12 (centres undefined)	-2	4	-0.5	-15	105	0.5	7	-5	4
COc1cc2c(cc1OC)C(c1cc3cc4c(cc3[nH]c1=O)OCO4)N(C(=O)C(C)C)CC2 (centres undefined)	-2	-2	0.0	5	87	-0.1	6	-8	2
CCc1nc(-c2ccc(OC)c(OC)c2)cc2cc(OC)c(OC)cc12	1	3	0.8	-4	99	-0.2	1	-4	0
CCOc1ccc(CCNC(=O)COC(=O)c2cc(OC)c(OC)c(OC)c2)cc1OCC	2	-6	1.8	3	97	0.0	7	-4	-2
Cc1ccccc1NC(=O)CSc1nc(N2CCCCC2)nc(N2CCCCC2)n1	0	4	-1.5	12	97	0.0	3	7	5
Cc1oc2c(C)c(O)ccc2c(=O)c1-c1ccc2ccccc2n1	4	6	1.4	0	124	0.0	1	10	7
CN1C(=O)C(CC(=O)NCCc2ccccc2)N(NC(=O)c2cccc(F)c2)C1=S (centres undefined)	4	2	-0.9	0	97	0.1	2	-9	4
N#CCc1ccc(OC(=O)c2ccncc2)cc1	2	5	nt	-7	89	0.0	1	-15	4
Cc1ccc(F)c([C@H]2[C@@H]3C=CCC[C@@]3(C)C(=O)N2Cc2ccccc2)c1	3	3	2.3	6	99	0.1	4	13	0
CCC(c1nnc(SCC(=O)Nc2cc(S(C)(=O)=O)ccc2Cl)n1Cc1ccccc1)N(C)C (centres undefined)	4	-3	2.7	4	91	0.0	-2	-6	-5
CCCCNc1ccc(C(CC(N)=O)NC(=O)c2cc(C)cc(C)c2)cc1[N+](=O)[O-] (centres undefined)	-5	2	-1.0	-1	98	0.0	1	-15	5
CCCCOC(=O)Nc1nnc(Cc2ccc(Cl)cc2)s1	1	-3	1.6	-6	101	0.0	-4	-13	3
CC(OC(=O)c1cccs1)C(=O)NCc1cccs1 (centres undefined)	-1	6	1.6	6	110	-0.1	2	12	2
Cc1nn(Cc2ccccc2)c(C)c1NC(=O)Cn1nc([N+](=O)[O-])c(Cl)c1C	4	2	-1.5	7	107	-0.1	2	10	5
CCc1nc2cc(Cl)c(Cl)cc2nc1CC	0	4	0.4	-6	105	-0.1	3	-13	6
COc1ccccc1CNC(=O)CSc1nc2nc(C)cc(C)n2n1	0	-2	-1.9	0	100	-0.2	3	-17	4
CCn1nnnc1SCCSc1nnnn1CC	0	-2	1.3	7	98	0.0	-3	0	8
CC(C)C(c1nnnn1Cc1ccccc1)N1CCC(C(N)=O)CC1 (centres undefined)	5	3	-0.9	-13	106	0.0	3	-10	5
Cc1ccc(S(=O)(=O)N2CCC(C(=O)Nc3ccccc3N3CCCC3)CC2)c(C)c1	8	0	3.2	-9	95	0.1	4	5	-8
CN(C)CCSc1nc(N)c2c3c(sc2n1)COC(C)(C)C3	3	3	1.6	7	106	-0.4	-3	-8	7
O=C(Cc1ccc(F)cc1)NCCS(=O)(=O)N1CCN(c2ccccc2)CC1	3	10	2.6	-4	105	0.0	-1	-8	2
CCCCCN(C(=O)CCC(=O)OCC(=O)N(C)Cc1ccccc1C)c1c(N)n(CCCC)c(=O)[nH]c1=O	-1	-4	2.2	3	96	0.1	2	3	-10
COC(=O)/C=C1\NCCNC1=O	2	5	2.7	-7	100	0.1	-2	-13	5
O=C(O)c1ccc(OS(=O)(=O)c2cccc(C(F)(F)F)c2)cc1	6	1	nt	nt	146	0.1	nt	2	0
COc1ccc(S(=O)(=O)n2ccnc2C)c(C)c1C	6	4	-0.5	-2	89	0.0	1	-8	-13
COc1ccc(N2CCN(C(=O)COC(=O)Cc3ccc(F)cc3)CC2)cc1	-2	0	-3.7	-8	102	0.1	2	-9	-3
O=C(NCCN1CCCC1)c1ccc2c(c1)N(Cc1ccccc1)C(=O)c1ccccc1S2(=O)=O	3	5	-1.2	-3	95	-0.1	2	8	8
CCOC(=O)N1CCC(NC(=O)c2oc3c(C)c(C)ccc3c2C)CC1	3	2	-0.3	1	103	3.5	2	5	5
O=[N+]([O-])c1ccc(CN2CCN(Cc3c[nH]c4ccccc34)CC2)cc1	-1	7	-2.0	-6	88	0.1	-1	0	3
N=c1n(CCCOc2ccccc2Cl)c2ccccc2n1CC(N)=O	2	6	1.8	0	102	0.1	2	5	5
CN1CCN(c2nc3c(c(=O)[nH]c(=O)n3C)n2CCCSc2ncccn2)CC1	3	8	2.6	1	100	0.1	-2	1	2
CCOC(=O)C(=O)NC(C)c1ccccc1 (centres undefined)	-2	3	?	0	82	0.0	0	4	-4
Cc1cc(Nc2ccccc2N2CCOCC2)n2ncnc2n1	-2	3	1.7	5	96	-0.2	3	4	-4
Cc1ccc2c(CC(=O)OC(C)C(=O)NCc3ccc4c(c3)OCO4)coc2c1 (centres undefined)	-3	1	-1.6	-3	97	0.0	1	4	8
O=C(Nc1nnc(S(=O)(=O)N2CCCCCC2)s1)c1ccc(Cl)cc1	3	-7	2.5	-7	102	0.0	-3	-4	-4
COc1ccc(C2c3[nH]c4ccccc4c3CCN2C(=O)c2ccc(=O)n(C)n2)c(F)c1 (centres undefined)	5	1	2.0	-6	115	0.3	-1	-8	-1
O=C(CCCSc1nc2ccccc2[nH]1)Nc1nnc(C2CC2)s1	1	3	-2.4	3	81	0.0	2	8	5

4 records drawn at random from the list so far, as already listed:
SMILES	GLD-1 RNA inh	Bcl-xL primary	MEX-5 binding	EBNA-1 inhibitor	CR mimetic SO	Efflux pump mplx	Fam108B counter	ZTA counter	MCL1 BIM primary
O=C(Nc1nnc(S(=O)(=O)N2CCCCCC2)s1)c1ccc(Cl)cc1	3	-7	2.5	-7	102	0.0	-3	-4	-4
CCCCCN(C(=O)CCC(=O)OCC(=O)N(C)Cc1ccccc1C)c1c(N)n(CCCC)c(=O)[nH]c1=O	-1	-4	2.2	3	96	0.1	2	3	-10
Cc1ccc(S(=O)(=O)N2CCC(C(=O)Nc3ccccc3N3CCCC3)CC2)c(C)c1	8	0	3.2	-9	95	0.1	4	5	-8
COc1ccc(C2c3[nH]c4ccccc4c3CCN2C(=O)c2ccc(=O)n(C)n2)c(F)c1 (centres undefined)	5	1	2.0	-6	115	0.3	-1	-8	-1

Additional results follow.
SMILES	GLD-1 RNA inh	Bcl-xL primary	MEX-5 binding	EBNA-1 inhibitor	CR mimetic SO	Efflux pump mplx	Fam108B counter	ZTA counter	MCL1 BIM primary
CC(C)Oc1ccc(C(=O)OC(C)C(=O)Nc2nc(-c3cccc([N+](=O)[O-])c3)cs2)cc1 (centres undefined)	1	9	1.6	0	111	-0.1	-2	-14	18
COc1ccc(-c2cc(C#N)nc(NN)n2)cc1	2	4	-0.2	-16	94	-0.1	-3	-17	1
COc1cc(C(=O)ONC(=O)c2ccc(OC(F)F)cc2)cc(OC)c1OC	6	2	1.0	4	102	-0.5	2	-14	9
Cc1cc(C)c2nc(-c3ccccn3)cc(C(=O)Nn3cnnc3)c2c1	2	-2	0.7	1	110	0.3	0	9	-4
C[C@H](NC(=O)c1[nH]cnc1C(=O)N[C@H](C)c1ccccc1)c1ccccc1	6	1	nt	nt	104	0.0	nt	3	6
CCCn1c(SCCC(=O)O)nc2ccccc21	-2	-3	1.3	1	91	0.0	5	7	-1
COc1cc(Cl)c(C)cc1NC(=O)CN(C)Cc1cccc(OC)c1OC	-1	6	0.3	-17	84	0.0	-5	-7	10
CCc1ccc(N(CC(=O)N2CCOCC2)S(C)(=O)=O)cc1	6	3	1.7	4	93	-0.1	0	3	-4
COc1ccccc1N1CCN(C(=O)CSc2nnc(NC(=O)C(C)C)s2)CC1	0	2	0.9	4	113	0.0	2	0	4
COc1ccc2[nH]cc(CCNC(=O)Nc3ccccc3C)c2c1	4	5	-0.4	1	100	0.0	-1	4	0
CCCCn1c(=O)n(CC(=O)Nc2ccc(C)c(Cl)c2)c(=O)c2c1ncn2Cc1ccco1	-3	0	2.4	14	96	-0.1	-17	-7	-2
Cc1cccc(Oc2coc3cc(O)ccc3c2=O)c1	2	1	3.1	-7	70	0.2	-4	-7	-1
CCOCCCn1c(=O)c2ccccc2n2c(=S)[nH]nc12	-4	-34	5.0	-13	80	1.0	-4	4	-35
Cc1onc(-c2c(F)cccc2Cl)c1C(=O)N1CCCCC1	-4	3	1.1	5	100	-0.2	-1	-5	5
COc1ccc(Cn2c(=O)[nH]c3cc(C(=O)NC4CCCC4)ccc3c2=O)cc1	-4	-2	0.6	8	105	0.2	-8	9	-7
O=C(NCC1CCCO1)c1ccc(Cn2c(=S)[nH]c3ccccc3c2=O)cc1 (centres undefined)	3	-6	-0.4	15	88	-0.1	-5	-11	-12
O=C(CCc1cn(Cc2ccc(F)cc2)c2ccccc12)N1CCOCC1	0	-3	2.0	0	102	0.0	3	-3	-8
N#Cc1ccccc1OCC(=O)OCC(=O)Nc1ccc2c(c1)OCO2	0	-1	nt	nt	110	-0.1	nt	1	-1
O=[N+]([O-])c1ccc(O)c(C=Nc2cccc3ccccc23)c1	5	4	-12	0	112	-0.3	7	0	15
CCOc1ccc(S(=O)(=O)N(C)c2ccc(OCC(=O)NCc3cccnc3)cc2)cc1	-3	5	0.6	-10	100	0.2	0	0	9
CCOC(=O)c1c(C)n(CC)c2c1cc(O)c1ccccc12	4	3	-0.3	10	102	0.1	1	10	-3
CCCCN1C(=O)Nc2ccccc2S1(=O)=O	3	3	-1.9	-1	107	0.0	-1	-14	4
CCOc1ccc(NS(=O)(=O)c2ccc(C(=O)N(C)CC(=O)Nc3ccc(C)cc3)cc2)cc1	3	11	0.5	-5	113	-0.2	1	2	7
COc1ccc(C(=O)Nc2ccc(NC(C)=O)cc2)cc1S(=O)(=O)N1CCCC1	7	4	nt	nt	89	-0.1	nt	3	-4
Cc1oc(-c2cccs2)nc1CS(=O)CC(=O)NCCCN1CC(C)CC(C)C1 (centres undefined)	8	4	1.6	1	105	0.0	-4	15	11
O=C(C[n+]1ccc(C(=O)N/N=C/c2ccc(Cl)cc2Cl)cc1)c1ccccc1	5	-13	1.8	8	85	-0.1	4	-6	-18
O=C(CNC(=O)c1ccccc1)OCC(=O)c1cccs1	4	5	-2.5	-7	90	-0.5	1	0	2
CCc1nnc(NC(=O)CCC(=O)NCCc2ccc(OC)c(OC)c2)s1	5	0	2.3	-2	109	0.6	5	6	-1
CC1(C)CC(=O)C2=C(C1)N(Cc1cccnc1)C(=O)C2(NC(=O)c1cccnc1)C(F)(F)F (centres undefined)	4	2	1.5	1	104	0.0	-1	-4	2
C=CCNC(=S)NNc1nc2sc3c(c2c(=O)[nH]1)CC(C)(C)OC3	-5	-14	-1.4	-10	103	0.0	-1	0	-11
NC(=O)[C@@H]1CC2(CC(c3cccc(NC(=O)CC(c4ccccc4)c4ccccc4)c3)=NO2)CN1C(=O)c1ccc(Cl)cc1 (some centres undefined)	1	3	4.1	10	96	0.2	-29	11	6

Source: PubChem
